STK33 inh – blocks human STK33 kinase activity. inhibition, % at 10 µM. AID 2661. 320,000 tested, 0.073% active. purified STK33, MBP phosphorylation, ADP-Glo luminescence. Q9BYT3;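 active means inhibition at or above 25%, using the most active replicate where run in duplicate; inactive means inhibition below 25%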
KCNQ2 inh – KCNQ2 potassium channel inhibitors, primary screen, cell-based, CHO-K1, FluxOR thallium flux, B-score (AID 2156) | 310,000 tested, 1.1% active | O88943 | 20 min; stronger effect = lower value | B-score at 10 µM;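 active means fluorescence ratio B-score at most minus 3 library SDs, with starting brightness B-score within 2 library SDs, cut at about -5.5 in these data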
Target sequence (O88943 whole entry, looked up): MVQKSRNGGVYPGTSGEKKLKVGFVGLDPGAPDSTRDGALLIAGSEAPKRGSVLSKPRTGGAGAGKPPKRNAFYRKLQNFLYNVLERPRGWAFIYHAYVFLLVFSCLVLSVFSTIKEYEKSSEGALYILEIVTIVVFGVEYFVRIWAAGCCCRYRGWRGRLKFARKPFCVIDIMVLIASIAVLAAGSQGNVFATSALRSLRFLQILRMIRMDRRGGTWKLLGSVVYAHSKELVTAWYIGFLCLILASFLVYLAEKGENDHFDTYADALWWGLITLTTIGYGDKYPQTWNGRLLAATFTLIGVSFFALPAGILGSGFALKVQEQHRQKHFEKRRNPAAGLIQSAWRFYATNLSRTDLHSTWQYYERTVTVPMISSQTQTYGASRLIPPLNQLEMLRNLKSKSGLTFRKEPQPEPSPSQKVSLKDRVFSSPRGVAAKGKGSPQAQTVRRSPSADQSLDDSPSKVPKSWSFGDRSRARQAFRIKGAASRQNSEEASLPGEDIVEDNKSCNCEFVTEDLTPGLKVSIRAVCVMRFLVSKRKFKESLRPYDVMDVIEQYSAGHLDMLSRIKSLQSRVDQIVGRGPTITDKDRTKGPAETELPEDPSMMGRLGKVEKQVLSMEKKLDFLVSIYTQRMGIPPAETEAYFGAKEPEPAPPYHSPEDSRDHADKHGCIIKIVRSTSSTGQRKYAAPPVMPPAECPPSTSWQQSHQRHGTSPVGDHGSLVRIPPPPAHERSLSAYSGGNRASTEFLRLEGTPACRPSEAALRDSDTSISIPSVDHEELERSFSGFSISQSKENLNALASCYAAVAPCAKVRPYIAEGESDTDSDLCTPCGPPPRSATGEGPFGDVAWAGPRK
Kir21 inh – blocks the mouse Kir2.1 inward-rectifier potassium channel; P35561; HEK293-Kir2.1, FluxOR thallium flux fluorescence; stronger effect = lower value; B-score at 10 µM; 310,000 tested, 0.85% active; AID 1672;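 active means fluorescence ratio B-score at or below minus 3 SD of library scores, with starting-brightness B-score within 2 SD, cut at about -4.2 in these data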;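 further: channel flux triggered by added potassium and thallium sulfate stimulus; B-score of peak minus minimum fluorescence over baseline after thallium stimulus; more negative B-score means stronger Kir2.1 block with less thallium influx; some compounds called inactive have numbers as strong as hits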
The depositor's hits bear a star; i = inactive; · = not tested or not shown; & = joins results of further samples. The order is random; about 1.9% have a hit in one of these screens.

Second line of a record: STK33 inh, KCNQ2 inh, Kir21 inh
1) Cc1sc(NC(=O)c2cc(-c3ccccc3)nc3ccccc23)c(C(N)=O)c1C
    -1.0, i, -3.1
2) O=c1[nH]c(CN2CCc3ccccc3C2)nc2ccccc12
    -0.9, i, 0.84
3) CCOC(=O)c1c(C)n(C)c2cc(Br)c(C(=O)OC)cc12
    0.8, i, -1.8
4) COc1ccc(/C=C(\C#N)C(=O)c2c(C)[nH]c3ccccc23)cc1OC
    2.6, i, 2.1
5) O=C(NNC1=C(C(=O)C(F)(F)F)CCC1)c1cccc(O)c1
    -0.7, i, -0.36
6) CC(Oc1ccc(Cl)cc1Cl)C(=O)NCCCN(C)C (stereo not given)
    -1.4, i, 0.09
7) CCOC(=O)CNC(=O)C1CCN(S(=O)(=O)c2ccc(-c3nn[nH]n3)cc2)CC1
    -19, i, 1.5
8) CC(C)COc1ccc(C/C(N)=N/n2cnnc2)cc1
    -1.2, i, -0.23
9) O=C(OCC(=O)N(CCc1ccccc1)Cc1ccccc1)c1cccc(O)c1
    0.3, i, -2.3
10) CC(=O)Nc1c(C)nn(C(C)=O)c1C
    -0.8, i, -0.32
11) CC1(C)NC(C(=O)O)Cc2c1[nH]c1ccccc21 (stereo not given)
    -1.2, i, -1.1
12) COc1cc(C(=O)Nc2ccccc2N2CCN(S(C)(=O)=O)CC2)cc(OC)c1OC
    0.4, i, 0.95
13) Fc1ccc(C2c3[nH]c4ccccc4c3CCN2CCCn2cccn2)cc1 (stereo not given)
    -0.2, i, -0.93
14) CC1CCCN(c2ccc([N+](=O)[O-])s2)C1 (stereo not given)
    ·, i, 0.88
15) CCCCN(C(=O)c1cnc2n(c1=O)CCS2)c1ccccc1
    -1.5, i, -0.01
16) Cc1cccc(-c2c3c(=O)n(C)c(=O)n(C)c3cn2C(C)(C)C)c1
    -1.8, i, 1.2
17) CCOc1ccc(C(=O)Nc2ccccc2N2CCN(C(=O)c3ccccc3)CC2)cc1[N+](=O)[O-]
    0.0, i, 0.24
18) O=C(NC1c2ccccc2-c2ccccc21)N1CCOCC1
    -1.9, -7*, 0.1
19) O=C(CCCCC(=O)N1CCOCCOCCOCC1)OCc1ccccc1
    -0.1, i, 0.42
20) Cc1csc(NC(=O)c2ccncc2)n1
    -0.5, i, 0.3
21) O=C(NNC(=O)C1CCCC1)c1ccc(F)cc1
    0.2, i, 0.01
22) O=C(NC1CCCC1)C(c1ccc(N2CCOCC2)cc1)N(C(=O)c1ccco1)c1ccccc1F (stereo not given)
    -0.5, i, -0.5
23) COCCCNC(=O)Cn1cc(C(=O)c2cccs2)c2ccccc21
    0.8, i, -0.02
24) Cc1onc(-c2c(F)cccc2Cl)c1C(=O)OCN1C(=O)c2ccccc2C1=O
    0.3, i, 1.7
25) CNC(=O)CCc1[nH]c2ccccc2c1Sc1ccccc1
    -0.6, i, -0.52
26) COc1ccc(C(=O)NCc2nnc(SCC(=O)N3CCCCC3)o2)cc1
    -1.7, i, 0.71
27) NNC(=S)NCc1cccnc1
    2.2, i, 0.07
28) O=c1cc(O)nc2n1CCCS2
    0.5, i, 0
29) NC(=O)c1cccc2c1C(=O)N(C1CCCCC1)C2
    0.8, i, -0.04
30) O=C(CNC(=O)c1ccco1)N/N=C/c1ccc(O)c([N+](=O)[O-])c1
    -1.7, i, 0.29
31) CCCN1CCC(NC(=O)Nc2ccc([N+](=O)[O-])cc2)CC1
    -1.4, i, -0.31
32) O=C(Nc1ccc(Cl)cc1F)C1CC1
    -2.0, i, -0.46
33) O=C(c1ccccc1)N1CCN(C(=O)c2ccncc2)CC1
    -1.5, i, 1.2
34) O=C(CN1CCN(c2ncc(C(F)(F)F)cc2Cl)CC1)N1CCN(c2ncc(C(F)(F)F)cc2Cl)CC1
    12, i, 1.4
35) CC(=O)/C=N/Nc1ccccc1
    -0.8, i, -0.05
36) COc1cc(NC(=O)C2CCCN(S(=O)(=O)c3ccc4[nH]c(=O)ccc4c3)C2)cc(OC)c1 (stereo not given)
    -2.8, i, 0.35
37) CC(C)(C)OC(=O)CNC(=O)c1[nH]cnc1C(=O)N[C@@H](CCCCNC(=O)OC(C)(C)C)C(=O)OC(C)(C)C
    1.4, i, 1.3
38) CC(=O)c1ccc(Oc2cc(C)nc(NCc3ccccc3)n2)cc1
    -1.0, i, -0.49
39) CCOc1ccc(NC(=O)Cn2cc(C(=O)C3CC3)c3ccccc32)cc1
    0.5, i, -0.57
40) c1ccc(COc2ccccc2CNCc2cccnc2)cc1
    -3.1, i, -2.2
41) Cc1oc2c(c1C(=O)NC(Cc1c[nH]c3ccccc13)C(=O)O)CCCC2 (stereo not given)
    -1.6, i, 0.65
42) COc1cc(NC(=O)CCS(=O)(=O)c2ccc3c(c2)oc(=O)n3C)cc(OC)c1OC
    -0.5, i, 0.65
43) Nc1cc([N+](=O)[O-])cc2oc(-c3ccccc3)cc12
    -2.6, i, -1.7
44) N=c1c2ccccc2nnn1-c1ccc(C(F)(F)F)cc1
    -1.4, i, 1.5
45) CC(=O)Nc1ccc(C(=O)Nc2ccc3c(c2)OCO3)cc1
    -0.5, i, -0.25
46) O=c1c2cc(Cl)ccc2nc(-c2ccccc2Cl)n1O
    -0.7, i, 0.23
47) CN(Cc1ncc[nH]1)C(=O)c1cc(COc2c(F)cccc2F)on1
    0.6, i, -0.41
48) CC(=O)Nc1nc(C)c(-c2csc(Nc3ccccn3)n2)s1
    2.1&0.9, i, 0.31&-0.24
49) CCc1cc(=O)[nH]c(SCc2cccc3ccccc23)n1
    -1.0, i, -0.83
50) O=c1oc2ccccc2c(NCc2ccc(Cl)cc2)c1[N+](=O)[O-]
    -2.0, i, -0.03
51) Clc1ccc(/C=N/N2CCCCC2)cc1
    -1.9, i, 1.3
52) CC(C)OC(=O)C[N+](C)(C)CCN1C(=O)C2C(c3ccccc3)C=CC(c3ccccc3)C2C1=O (stereo not given)
    0.3, i, 0.7
53) COc1cc2sc(NC(=O)c3ccco3)nc2cc1Cl
    -0.5, i, 1.2
54) CC(C(=O)NC(C)(C)C)N(C(=O)CS(=O)CC(=O)Nc1ccc(F)cc1)c1ccccc1F (stereo not given)
    ·, i, -2
55) N/C(Cc1cccs1)=N\OC(=O)COc1ccc(Cl)cc1Cl
    0.1, i, 0.05
56) OCc1ccccc1CN1CCCCCC1
    -2.4, i, 0.5
57) COc1ccc(OC)c(CNC(=O)Cn2nc(C)c3c(C)n(-c4ccc(C)cc4)nc3c2=O)c1
    0.7, i, 1.5
58) COc1ccc(OCc2cc(C(=O)N3CCOCC3)no2)c(Cl)c1
    -2.0, i, -1.2
59) Cc1ncc(CN2CCC(C(=O)Nc3ccc(-n4cccn4)cc3)CC2)s1
    -3.3, i, 0.91
60) Cc1c(N=Cc2nc3ccccc3[nH]2)c(=O)n(-c2ccccc2)n1C
    0.4, i, 0.69

Arranged by value in STK33 inh (falling): some entries from above
nr | structure | STK33 inh | KCNQ2 inh | Kir21 inh
53 | COc1cc2sc(NC(=O)c3ccco3)nc2cc1Cl | -0.5 | i | 1.2
49 | CCc1cc(=O)[nH]c(SCc2cccc3ccccc23)n1 | -1.0 | i | -0.83
31 | CCCN1CCC(NC(=O)Nc2ccc([N+](=O)[O-])cc2)CC1 | -1.4 | i | -0.31
56 | OCc1ccccc1CN1CCCCCC1 | -2.4 | i | 0.5
40 | c1ccc(COc2ccccc2CNCc2cccnc2)cc1 | -3.1 | i | -2.2

Following part:
Second line of a record: STK33 inh, KCNQ2 inh, Kir21 inh
61) COc1ccc(S(=O)(=O)Nc2c(C)nc3nc[nH]n3c2=O)cc1
    -1.5, i, 2.4
62) CCCC(C(=O)NCCc1ccc(S(N)(=O)=O)cc1)c1ccccc1 (stereo not given)
    -0.1, i, 0.3
63) CCn1c2ccccc2c2cc(NC(=O)C(C)Oc3ccccc3)ccc21 (stereo not given)
    -0.3, i, -1.2
64) CCc1ccc(C(=O)N2CCN(c3ccc(NC(=O)c4ccco4)cc3)CC2)cc1
    -1.5, i, 1.4
65) CC(C)NC(=O)c1onc(CSc2ccc(C(C)C)cc2)c1C(=O)O
    -3.6, i, -0.24
66) COc1ccc(Br)cc1S(=O)(=O)N1CCCc2ccccc21
    -2.0, i, -3.8
67) COc1ccccc1-n1nc(C(=O)O)c2ccccc2c1=O
    1.3, i, 0.06
68) CCOc1cc(NC(=S)NCCOC)c(OCC)cc1NC(=O)c1cccs1
    -1.0, i, -0.45
69) Cc1nc(CN2CCN(C(=O)CCc3nnc(Cc4c[nH]c5ccccc45)o3)CC2)cs1
    4.8, i, 3.6
70) N#Cc1cc2c(nc1SCC(O)CS(=O)(=O)Cc1ccc(Cl)cc1)CCCC2 (stereo not given)
    -1.0, i, -2.3
71) CCCC[C@@H]1CNC(=O)C(=O)N1CCc1cc(C(F)(F)F)cc(C(F)(F)F)c1
    -1.5, i, -0.86
72) Cc1nc2c(C#N)c[nH]n2c(=O)c1Cc1ccccc1
    0.4, i, 0.25
73) Cc1csc(NC(=O)C2CCCCC2)n1
    -1.1, i, 2.3
74) O=C(O)Cc1ccc2oc(-c3cccnc3)nc2c1
    -1.4, i, -0.34
75) Cc1sc2nc(SCC(=O)O)[nH]c(=O)c2c1C
    ·, i, -0.26
76) C=CCOc1cccc(C(=O)Nc2ncn[nH]2)c1
    -1.5, i, -1.5
77) CCCc1cc(=O)[nH]c(SCCN2C(=O)c3ccccc3C2=O)n1
    -1.2, i, -1.8
78) CCCn1c(O)c(N=NC(=O)CNC(=O)c2ccncc2)c2ccccc21
    1.3, i, 0.45
79) COc1cc(C(=O)N2CCN(c3ncnc4sc(C)c(C)c34)CC2)cc(OC)c1OC
    -2.1, i, 0.3
80) CC(C)(CNC(=O)c1ccc(Br)o1)N1CCOCC1
    -0.3, i, -0.06
81) Nc1nc(CSc2ncn(-c3ccccc3)n2)cs1
    -0.3, i, 1.3
82) CC1CCN(C(=O)c2ccc(NC(=O)c3ccccc3)cc2)CC1
    -1.7, i, -1.4
83) Cc1cc(-c2n[nH]c(=S)n2/N=C/c2ccc(C)s2)n[nH]1
    1.4, i, 0.14
84) CC(=O)c1c(O)cc(O)c(C(C)=O)c1O
    1.6, i, -1.3
85) CC(=O)Oc1ccc(-c2cccc(C(=O)N(C)c3ccc(O)cc3)c2)cc1
    0.2, i, -0.41
86) O=C(CCCSc1nnnn1-c1cccc2ccccc12)c1ccc(F)cc1
    -1.1, i, 0.16
87) Cc1c(Cc2ccccc2)sc(/N=C/c2c(O)ccc3ccccc23)c1C(N)=O
    -0.4, i, -1.4
88) CC(NC(=O)c1ccccc1)C(=O)NC1=NCCS1 (stereo not given)
    -2.1, i, 0.17
89) O=C(OCCNC(=O)c1ccc2ccccc2n1)c1ccc(F)cc1
    -0.1, -7.3*, -0.74
90) O=C(Cc1ccc(N2CCNC2=O)cc1)N1CCCC(Nc2ccc(F)c(F)c2)C1 (stereo not given)
    1.0, i, -0.09
91) Cc1cc(C)c2c(CC(=O)N(CCC#N)Cc3cccnc3)coc2c1
    -4.4, i, -0.13
92) COCCn1c(=NC(=O)C(C)(C)C)sc2cc([N+](=O)[O-])ccc21
    1.3, i, 0.23
93) CCOc1ccc2nc(NCCO)[nH]c2c1
    -0.1, i, 0.83
94) Cc1ccnc(NC(=O)CNC(=O)c2sc3ccccc3c2Cl)c1
    0.0, i, -1.5
95) Cc1ccc(NC(=O)CNS(=O)(=O)c2ccc(F)cc2)cc1C
    -1.0, i, -0.81
96) N=C1/C(=C\c2ccc(-c3ccc(C(=O)O)cc3)o2)C(=O)N=C2SC=C(c3ccccc3)N12
    ·, i, -0.4
97) CCc1ccc2nc3nc(C)cc(C)c3c(N)c2c1
    -1.3, i, -1.8
98) O=C(OCc1cc(Cl)ccc1OC(F)F)c1ccc([N+](=O)[O-])o1
    -0.7, i, -0.52
99) COc1ccc(OC(C)C(=O)N(C)Cc2nc(-c3ccc(OC)cc3)no2)cc1 (stereo not given)
    0.5, i, -0.89
100) O=C(NCCc1ccco1)C(=O)NCC1OCCCN1S(=O)(=O)c1cc(F)ccc1F (stereo not given)
    0.3, i, -2.9
101) CC(C)CCN1NC2(CCC(C)CC2)NC1=S (stereo not given)
    -1.4, i, -0.02
102) O=C(Nc1ccccc1C(=O)N1CCCCC1)c1cc(F)c(F)cc1Cl
    12, i, -0.92
103) COc1ccc(OC)c(S(=O)(=O)Nc2cc3c4c(c2)C(C)C(=O)N4CCC3)c1 (stereo not given)
    0.5, i, -0.04
104) CCC(C)Sc1nnc(NC(=O)C2CCN(C(=O)c3ccco3)CC2)s1 (stereo not given)
    -0.7, i, 0.07
105) Cc1ccc2nc(Cl)c(C3CC(c4cccs4)=NN3C(=O)CCC(=O)O)cc2c1 (stereo not given)
    -1.7, i, 0.17
106) CCc1ccc(-c2nc(CS(=O)CC(=O)NC3CC3)c(C)o2)cc1 (stereo not given)
    1.1, i, 0.3
107) CNC(=O)C1C2C=CC3(O2)C1C(=O)N(CCOC)C3C(=O)NCc1ccc(OC)cc1 (stereo not given)
    0.2, i, -0.29
108) c1csc(C2=Nn3c(nnc3-c3ccncc3)SC2)c1
    4.3, i, 3.9
109) CC(/C=N\NC(=O)c1ccc(C)nc1)=C\c1ccccc1
    2.2, i, -0.3

High-throughput results (PubChem BioAssay)
